Source: PubChem BioAssay
STAT1 blocker: reduces IFN-gamma driven STAT1 reporter signal | NIH 3T3 STAT1-luciferase reporter, luminescence | inhibition, % at 5.5 µM | 200,000 compounds, 0.35% hits | AID 920;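 active = inhibition above a set limit, the mean inhibition across all tested compounds plus 3 SD, cut at about 34% in these data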;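 also: 0% = IFN-gamma with DMSO and 100% = IFN-gamma with 300 µM nifuroxazide; values of inactives mirror those of a sister screen read the other way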
STAT1 act: STAT1 signaling activation | NIH 3T3 STAT1-luciferase reporter, IFN-gamma, luminescence; 100% = IFN-gamma alone, no compound | activation (% of control), % at 5.5 µM | 200,000 compounds, 2.6% hits | AID 932;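 active = activation above the screen-wide mean activation plus 3 SD, cut at about 130% in these data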;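 also: raw ratio to IFN-gamma control signal so 100% means no change and 0% no light; values of inactives mirror those of a sister screen read the other way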
APP 5'UTR act: APP 5'UTR luciferase reporter activation; 190,000 compounds, 1% hits; SH-SY5Y APP 5'UTR luciferase reporter, luminescence; zero percent = DMSO vehicle wells; activation, % at 2 µM;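 active = activation above a set limit, based on mean plus 3 SD of controls, cut at about 140% in these data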; also: values of inactives mirror those of a sister screen read the other way
FLuc stim CS: firefly luciferase counter-screen for stimulation assays | ATPlite luciferase biochemical, luminescence, 10 min; 0 = ATP-free wells, 1 = DMSO control | P08659 | 200,000 tested, under 10 active | AID 1027 | activation factor at 10 µM;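 active = luciferase activation factor, scaled between plate controls, of at least 2 with compound at 10 µM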
Target sequence (P08659 whole entry, looked up): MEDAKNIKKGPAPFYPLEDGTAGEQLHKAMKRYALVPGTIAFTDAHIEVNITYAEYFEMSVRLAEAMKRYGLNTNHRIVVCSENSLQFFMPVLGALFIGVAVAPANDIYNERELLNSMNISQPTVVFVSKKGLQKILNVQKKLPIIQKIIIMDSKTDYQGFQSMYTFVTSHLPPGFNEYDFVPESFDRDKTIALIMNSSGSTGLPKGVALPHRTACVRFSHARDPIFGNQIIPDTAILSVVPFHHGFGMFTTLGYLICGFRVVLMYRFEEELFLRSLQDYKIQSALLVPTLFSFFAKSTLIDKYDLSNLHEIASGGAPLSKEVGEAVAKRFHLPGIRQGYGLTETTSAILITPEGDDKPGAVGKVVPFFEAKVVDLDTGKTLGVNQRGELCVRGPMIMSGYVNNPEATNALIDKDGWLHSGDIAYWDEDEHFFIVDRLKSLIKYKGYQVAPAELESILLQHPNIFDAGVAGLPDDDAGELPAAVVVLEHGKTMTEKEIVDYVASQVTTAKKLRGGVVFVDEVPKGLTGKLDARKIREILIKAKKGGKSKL
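Assay system: Luciferase/luciferin detection reagent, cell-free biochemical luciferase assay / Read-out: luciferase activation / Benchmarks: No-ATP low control, compound-free enzyme-plus-ATP high control / Medium: PBS buffer for ATP / Detection: luminescence measurement of luciferase light output / Schedule: 10 min at ambient temperature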
NF-kB expr up: raises NF-kB expression in human neuronal cells | NF-kB reporter expression; hits give high values | 190,000 compounds, 1.6% hits | fold change at 12.5 µM; in the data active = fold change above about 3.3
FLuc inh counter: Photinus pyralis luciferase inhibition counter-screen; ATPLite firefly luciferase biochemical luminescence, 10 min; inhibition, % at 10 µM; 200,000 compounds, 1.5% hits;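 active = inhibition above about 50% when tested at 10 µM, limit read from the data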
ROMK primary: human ROMK K+ channel modulation, primary screen | B-score at 10 µM | 130,000 compounds, 2% hits | Tet-inducible ROMK, thallium flux fluorescence; actives lie on both sides | P48048;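 active = signal ratio slope over the read window, or its plate-corrected B-score, at least 3 SD from the plate mean, either direction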;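 also: B-score of the F/F0 ratio slope over 7 to 12 s after thallium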
Target sequence (P48048 whole entry, looked up): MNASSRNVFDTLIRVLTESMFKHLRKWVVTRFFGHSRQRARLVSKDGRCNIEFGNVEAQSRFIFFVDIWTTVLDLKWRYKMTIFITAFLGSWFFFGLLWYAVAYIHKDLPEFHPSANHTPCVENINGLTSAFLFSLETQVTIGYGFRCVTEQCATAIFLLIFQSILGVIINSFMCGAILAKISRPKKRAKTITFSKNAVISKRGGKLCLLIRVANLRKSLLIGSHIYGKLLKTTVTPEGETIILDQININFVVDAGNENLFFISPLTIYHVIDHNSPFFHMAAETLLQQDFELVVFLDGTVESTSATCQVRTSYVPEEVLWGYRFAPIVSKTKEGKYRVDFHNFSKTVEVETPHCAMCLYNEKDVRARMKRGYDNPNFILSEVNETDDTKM
STAT3 blocker: reduces IL-6 driven STAT3 reporter signal | U3A cells, IL-6 STAT3-luciferase reporter, luminescence; host cell line lacks STAT1 | inhibition, % at 5.5 µM | 190,000 compounds, 0.89% hits;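 active = inhibition above the mean inhibition across all screened compounds plus 3 SD, cut at about 44% in these data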;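 also: 0% = DMSO only wells and 100% = 100 µM nifuroxazide control wells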
APP 5UTR inh: APP translation inhibition; inhibition, % at 2 µM; 190,000 compounds, 0.82% hits; SH-SY5Y APP 5'UTR-luciferase reporter, luminescence;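 active = inhibition above a set limit, derived from the sample mean plus 3 SD, cut at about 45% in these data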; also: values of inactives mirror those of a sister screen read the other way
STAT3 activator: STAT3 signaling activation; U3A cells, IL-6 STAT3-luciferase reporter, luminescence; 100% = signal with IL-6 EC80 alone; activation (% of control), % at 5.6 µM; 190,000 compounds, 0.91% hits;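 active = activation above the screen-wide mean of compound activation plus 3 SD, cut at about 130% in these data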;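 also: 0% = background luminescence of wells with medium and substrate only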
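Test system: STAT3-luciferase reporter U3A cells; Detection: reporter luminescence signal; Times: 1 h compound pre-exposure, 6 h IL-6 stimulation, 37 °C; Benchmarks: IL-6-only high control; Also added: IL-6 stimulus at 33 ng/mL final.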
* marks the source's active call; other numbers are inactive results.

How did O=C(OCc1cn(-c2ccc(Cl)cc2)nn1)c1ccccc1 do in these assays?
STAT1 blocker: 0; STAT1 act: 100; FLuc stim CS: 1.1; NF-kB expr up: 1.2; FLuc inh counter: -9; STAT3 blocker: 6; STAT3 activator: 100

How did CC(C)C(NC(=O)c1ccc(C(C)(C)C)cc1)C(=O)O (configuration not stated) do in these assays?
STAT1 blocker: -7; STAT1 act: 107; APP 5'UTR act: -2; FLuc stim CS: 0.9; NF-kB expr up: 1.1; FLuc inh counter: 6; STAT3 blocker: 0; APP 5UTR inh: 2; STAT3 activator: 103

How did O=c1[nH]c(N/N=C/c2ccccc2)nc2ccccc12 do in these assays?
STAT1 blocker: -50; STAT1 act: 145*; APP 5'UTR act: 140*; FLuc stim CS: 0.3; NF-kB expr up: 3; FLuc inh counter: 67*; STAT3 blocker: 31; APP 5UTR inh: -140; STAT3 activator: 77

How did CCc1cccc(C)c1NC(=S)N(CCN(C)C)C(C)c1cccnc1 (configuration not stated) do in these assays?
STAT1 blocker: 3; STAT1 act: 96; APP 5'UTR act: -6; FLuc stim CS: 1.1; NF-kB expr up: 1.2; FLuc inh counter: -10; ROMK primary: 1; STAT3 blocker: 1; APP 5UTR inh: 6; STAT3 activator: 105

What do the screens show for `N#C/C(=N\Nc1ccccc1F)C(=N)N1CCCCC1`?
STAT1 blocker: -57; STAT1 act: 148*; APP 5'UTR act: 88; FLuc stim CS: 0.6; NF-kB expr up: 4*; FLuc inh counter: 44; ROMK primary: -0.031; STAT3 blocker: -12; APP 5UTR inh: -88; STAT3 activator: 112

How did c1nc2sc3c(c2c2nnnn12)CCCC3 do in these assays?
STAT1 blocker: 10; STAT1 act: 91; APP 5'UTR act: 25; FLuc stim CS: 1.1; NF-kB expr up: 1.2; FLuc inh counter: -8; STAT3 blocker: 1; APP 5UTR inh: -25; STAT3 activator: 102

What do the screens show for `COc1ccc(CC(=O)n2c(CC#N)nc3ccccc32)cc1OC`?
STAT1 blocker: 2; STAT1 act: 98; APP 5'UTR act: 9; FLuc stim CS: 1; NF-kB expr up: 1.3; FLuc inh counter: -5; ROMK primary: -0.17; STAT3 blocker: 10; APP 5UTR inh: -10; STAT3 activator: 96

How did CCSc1nc(O)c(CC)c(=O)n1C(C)CC (configuration not stated) do in these assays?
STAT1 blocker: 2; STAT1 act: 98; APP 5'UTR act: -15; FLuc stim CS: 1; NF-kB expr up: 1.1; FLuc inh counter: 0; ROMK primary: 0.062; STAT3 blocker: 3; APP 5UTR inh: 15; STAT3 activator: 100

What do the screens show for `N#CCCn1cc(C=C(C#N)C#N)c(-c2ccc(-c3ccccc3)cc2)n1`?
STAT1 blocker: -2; STAT1 act: 102; APP 5'UTR act: 20; FLuc stim CS: 1.1; NF-kB expr up: 1.2; FLuc inh counter: -6; STAT3 blocker: 8; APP 5UTR inh: -20; STAT3 activator: 96

What do the screens show for `O=C(CSC1=NCCS1)N1CCCCCC1`?
STAT1 blocker: -4; STAT1 act: 105; APP 5'UTR act: 1; FLuc stim CS: 1; NF-kB expr up: 1.9; FLuc inh counter: -4; STAT3 blocker: -4; APP 5UTR inh: -1; STAT3 activator: 107

What do the screens show for `Cc1ccn2cc(C34CC5CC(CC(C5)C3)C4)nc2c1`?
STAT1 blocker: -7; STAT1 act: 106; APP 5'UTR act: 15; FLuc stim CS: 0.6; NF-kB expr up: 1.6; FLuc inh counter: 38; ROMK primary: -1.3; STAT3 blocker: -3; APP 5UTR inh: -15; STAT3 activator: 107

What do the screens show for `Cc1cccc(CSc2nc3c(c(=O)n2C)SCC3)c1`?
STAT1 blocker: 21; STAT1 act: 79; APP 5'UTR act: 6; FLuc stim CS: 1; NF-kB expr up: 0.75; FLuc inh counter: 0; ROMK primary: 0.61; STAT3 blocker: 30; APP 5UTR inh: -6; STAT3 activator: 78

Structural class, the entries above with two or more sulfur atoms (2)
What do the screens show for `O=C(CSC1=NCCS1)N1CCCCCC1`?
STAT1 blocker: -4; STAT1 act: 105; APP 5'UTR act: 1; FLuc stim CS: 1; NF-kB expr up: 1.9; FLuc inh counter: -4; STAT3 blocker: -4; APP 5UTR inh: -1; STAT3 activator: 107

What do the screens show for `Cc1cccc(CSc2nc3c(c(=O)n2C)SCC3)c1`?
STAT1 blocker: 21; STAT1 act: 79; APP 5'UTR act: 6; FLuc stim CS: 1; NF-kB expr up: 0.75; FLuc inh counter: 0; ROMK primary: 0.61; STAT3 blocker: 30; APP 5UTR inh: -6; STAT3 activator: 78

Next section:
What do the screens show for `O=C(CNC(=O)c1ccccc1)OCc1ccc([N+](=O)[O-])cc1`?
STAT1 blocker: -5; STAT1 act: 104; APP 5'UTR act: 8; FLuc stim CS: 1; NF-kB expr up: 1.1; FLuc inh counter: 1; ROMK primary: -0.26; STAT3 blocker: -8; APP 5UTR inh: -8; STAT3 activator: 104

How did NC(=O)C(CCC(=O)c1ccc(Br)cc1)S(=O)(=O)c1ccccc1 (configuration not stated) do in these assays?
STAT1 blocker: 1; STAT1 act: 98; APP 5'UTR act: -18; FLuc stim CS: 1; NF-kB expr up: 1.2; FLuc inh counter: -1; ROMK primary: 0.35; STAT3 blocker: 11; APP 5UTR inh: 18; STAT3 activator: 94

Results for COC(=O)c1ccc(SCC(=O)N2CCC(C)CC2)c([N+](=O)[O-])c1 ?
STAT1 blocker: -18; STAT1 act: 116; APP 5'UTR act: 6; FLuc stim CS: 1; NF-kB expr up: 1.1; FLuc inh counter: 2; ROMK primary: -0.3; STAT3 blocker: -18; APP 5UTR inh: -6; STAT3 activator: 112

How did O=C1c2cccnc2C(Nc2ccc(Br)cc2Br)N1Cc1cccs1 (configuration not stated) do in these assays?
STAT1 blocker: -6; STAT1 act: 104; APP 5'UTR act: -3; FLuc stim CS: 1.1; NF-kB expr up: 0.92; FLuc inh counter: -5; ROMK primary: 0.52; STAT3 blocker: -10; APP 5UTR inh: 3; STAT3 activator: 111

What do the screens show for `CCOC(=O)c1cccnc1NC(=O)c1ccncc1`?
STAT1 blocker: 12; STAT1 act: 89; APP 5'UTR act: 3; FLuc stim CS: 1; NF-kB expr up: 1.2; FLuc inh counter: -2; ROMK primary: 1.1; STAT3 blocker: 14; APP 5UTR inh: -3; STAT3 activator: 91

Results for C#CCOC(=O)CCCC(=O)Nc1ccccc1OC ?
STAT1 blocker: 0; STAT1 act: 100; APP 5'UTR act: -12; FLuc stim CS: 1.1; NF-kB expr up: 1; FLuc inh counter: -6; STAT3 blocker: 6; APP 5UTR inh: 12; STAT3 activator: 101

Results for C=CC(c1ccccc1)C(C(=O)c1ccccc1)N(C)C (configuration not stated) ?
STAT1 blocker: 6; STAT1 act: 93; APP 5'UTR act: 1; FLuc stim CS: 1; NF-kB expr up: 1.4; FLuc inh counter: 0; ROMK primary: -0.0055; STAT3 blocker: 12; APP 5UTR inh: -1; STAT3 activator: 99

Results for CCc1nc2ccccc2[nH]1 ?
STAT1 blocker: -1; STAT1 act: 101; APP 5'UTR act: 11; FLuc stim CS: 1; NF-kB expr up: 1.2; FLuc inh counter: -1; STAT3 blocker: 0; APP 5UTR inh: -11; STAT3 activator: 101

What do the screens show for `COc1ccccc1NC(=O)N1C2CCCC1CC(NC(=O)c1ccccc1)C2` (configuration not stated)?
STAT1 blocker: 3; STAT1 act: 96; APP 5'UTR act: 13; FLuc stim CS: 1.1; NF-kB expr up: 1.1; FLuc inh counter: -7; ROMK primary: -0.17; STAT3 blocker: 8; APP 5UTR inh: -13; STAT3 activator: 101

Results for Cc1ccc(Nc2nc3ccccc3c(=O)s2)cc1 ?
STAT1 blocker: 5; STAT1 act: 94; APP 5'UTR act: -5; FLuc stim CS: 1.1; NF-kB expr up: 1.2; FLuc inh counter: -6; ROMK primary: 0.74; STAT3 blocker: 11; APP 5UTR inh: 5; STAT3 activator: 93

How did CCCCOCCCNS(=O)(=O)c1ccccc1 do in these assays?
STAT1 blocker: -7; STAT1 act: 107; APP 5'UTR act: -4; FLuc stim CS: 1; NF-kB expr up: 1.2; FLuc inh counter: -2; ROMK primary: -0.29; STAT3 blocker: -3; APP 5UTR inh: 4; STAT3 activator: 106

How did CCOC(=O)C(=CNc1ccc2c(c1)nnn2-c1ccc(Cl)cc1)C(=O)OCC do in these assays?
STAT1 blocker: -3; STAT1 act: 102; APP 5'UTR act: 11; FLuc stim CS: 1; NF-kB expr up: 0.94; FLuc inh counter: -4; STAT3 blocker: 10; APP 5UTR inh: -11; STAT3 activator: 94

Reprinted from the part before: 2 entries, then new ones.
How did CCCCOCCCNS(=O)(=O)c1ccccc1 do in these assays?
STAT1 blocker: -7; STAT1 act: 107; APP 5'UTR act: -4; FLuc stim CS: 1; NF-kB expr up: 1.2; FLuc inh counter: -2; ROMK primary: -0.29; STAT3 blocker: -3; APP 5UTR inh: 4; STAT3 activator: 106

How did CCOC(=O)C(=CNc1ccc2c(c1)nnn2-c1ccc(Cl)cc1)C(=O)OCC do in these assays?
STAT1 blocker: -3; STAT1 act: 102; APP 5'UTR act: 11; FLuc stim CS: 1; NF-kB expr up: 0.94; FLuc inh counter: -4; STAT3 blocker: 10; APP 5UTR inh: -11; STAT3 activator: 94

Results for CCNc1nc(NCC)nc(OCCOC(=O)Nc2ccccc2)n1 ?
STAT1 blocker: 1; STAT1 act: 100; APP 5'UTR act: -7; FLuc stim CS: 1; NF-kB expr up: 0.91; FLuc inh counter: -5; ROMK primary: -0.1; STAT3 blocker: 7; APP 5UTR inh: 7; STAT3 activator: 97

What do the screens show for `CCC(=O)NCCNc1ccc([N+](=O)[O-])cn1`?
STAT1 blocker: -1; STAT1 act: 101; APP 5'UTR act: 0; FLuc stim CS: 1; NF-kB expr up: 1.2; FLuc inh counter: -4; STAT3 blocker: 7; APP 5UTR inh: 0; STAT3 activator: 95

How did CCCc1cc(=O)n2[nH]c(CCc3ccccc3)nc2n1 do in these assays?
STAT1 blocker: 4; STAT1 act: 96; APP 5'UTR act: -12; FLuc stim CS: 1; NF-kB expr up: 0.94; FLuc inh counter: -4; ROMK primary: 0.29; STAT3 blocker: 7; APP 5UTR inh: 12; STAT3 activator: 96

Results for CCc1ccc(NS(=O)(=O)c2ccc(OC)c(C)c2)cc1 ?
STAT1 blocker: 0; STAT1 act: 99; FLuc stim CS: 1; NF-kB expr up: 0.84; FLuc inh counter: 0; ROMK primary: 1; STAT3 blocker: 0; STAT3 activator: 100

What do the screens show for `Cc1ccc(-c2nc3ccccc3[nH]2)cc1NC(=O)c1sc2ccccc2c1Cl`?
STAT1 blocker: -1; STAT1 act: 101; APP 5'UTR act: -3; FLuc stim CS: 1; NF-kB expr up: 0.76; FLuc inh counter: -3; STAT3 blocker: 11; APP 5UTR inh: 3; STAT3 activator: 100

Results for CC1CCN(Cc2c(O)ccc3c2O/C(=C\c2ccco2)C3=O)CC1 ?
STAT1 blocker: 8; STAT1 act: 93; APP 5'UTR act: 6; FLuc stim CS: 1; NF-kB expr up: 0.92; FLuc inh counter: -4; STAT3 blocker: 2; APP 5UTR inh: -6; STAT3 activator: 102

Results for CC(C)NC(=S)NCc1cccnc1 ?
STAT1 blocker: -1; STAT1 act: 101; APP 5'UTR act: -6; FLuc stim CS: 1; NF-kB expr up: 0.97; FLuc inh counter: -4; STAT3 blocker: 2; APP 5UTR inh: 6; STAT3 activator: 101
